G6PDH CS = L. mesenteroides G6PDH inhibition counter-screen; 0.12% of 200,000 active; inhibition, % at 5 µM; Purified L. mesenteroides G6PDH, diaphorase/resazurin coupled fluorescence, 45 min; in the data active = inhibition above about 50%
STAT3 activator = activators of IL-6 induced STAT3 signaling; U3A cells, IL-6 STAT3-luciferase reporter, luminescence; 100% = signal with IL-6 EC80 alone; activation (% of control), % at 5.6 µM; 0.91% of 190,000 active;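 active = activation above the screen-wide mean of compound activation plus 3 SD, cut at about 130% in these data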;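 also: 0% = background luminescence of wells with medium and substrate only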
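Material: human U3A cells carrying STAT3-luciferase construct. Measured by: reporter luminescence signal. Timing: compound 1 h, then IL-6 6 h at 37 °C.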
Diaphorase act = activates diaphorase or chemically reduces, flagging diaphorase assay artifacts | 0.005% of 190,000 active | activation factor at 20 µM | Diaphorase/resazurin coupled assay, resorufin fluorescence, 16 min; hits give high values; 1 = vehicle wells, 0 = NADH-free wells;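 active = diaphorase activity raised at least twofold by the compound at 20 µM; inactive = activation factor below 2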
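Material: purified diaphorase enzyme from Clostridium kluyveri / Medium: HEPES pH 7.4 buffer with MgCl2 and Tween 20 / Schedule: enzyme reaction of 16 min at room temperature / Measured by: resorufin fluorescence, excitation 544 nm, emission 590 nm / Evaluation: rise in resorufin formation, marking diaphorase activation or chemical reduction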
STAT1 activator = STAT1 signaling activation; NIH 3T3 STAT1-luciferase reporter, IFN-gamma, luminescence; 100% = IFN-gamma alone, no compound; activation (% of control), % at 5.5 µM; 2.6% of 200,000 active; AID 932;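 active = activation above the screen-wide mean activation plus 3 SD, cut at about 130% in these data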;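 also: raw ratio to IFN-gamma control signal so 100% means no change and 0% no light; values of inactives mirror those of a sister screen read the other way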
Hsp70 activator = switches on Hsp70 transcription. HeLa Hsp70 promoter luciferase reporter, luminescence; scaled: vehicle 0, proteasome-inhibitor control 100%. activation, % at 10 µM. 0.04% of 200,000 active;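 active = activation above the mean across all tested compounds plus 3 SD, cutoff set per campaign, cut at about 5.5% in these data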;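 also: 100% = MG132 at 30 µM as the positive control and 0% = DMSO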
Diaph inh CS = inhibits diaphorase or chemically oxidizes, flagging diaphorase assay artifacts | diaphorase resazurin-to-resorufin fluorescence, NADH, 16 min; bacterial (C. kluyveri) enzyme, not human | 0.69% of 190,000 active | inhibition, % at 20 µM | AID 1217;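 active = primary screen inhibition at 20 µM above a set limit, cut at about 50% in these data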;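 also: plate controls were DMSO with full reaction for no effect and wells lacking NADH for full effect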
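Test system: bacterial diaphorase enzyme (C. kluyveri); Quantity: 0.14 U/mL diaphorase, enzyme working solution; Times: reaction incubation of 16 min at room temperature; Measured by: fluorescence of resorufin formed from resazurin, Ex 544/Em 590 nm; Benchmarks: positive control minus NADH, DMSO neutral control.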
STAT3 blocker = reduces IL-6 driven STAT3 reporter signal; U3A cells, IL-6 STAT3-luciferase reporter, luminescence; host cell line lacks STAT1; inhibition, % at 5.5 µM; 0.89% of 190,000 active; AID 862;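 active = inhibition above the mean inhibition across all screened compounds plus 3 SD, cut at about 44% in these data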;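 also: 0% = DMSO only wells and 100% = 100 µM nifuroxazide control wells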
APP transl inh = APP translation inhibition; SH-SY5Y APP 5'UTR-luciferase reporter, luminescence; AID 1285; inhibition, % at 2 µM; 0.82% of 190,000 active;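 active = inhibition above a set limit, derived from the sample mean plus 3 SD, cut at about 45% in these data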; also: values of inactives mirror those of a sister screen read the other way
STAT1 blocker = inhibitors of IFN-gamma induced STAT1 signaling; 0.35% of 200,000 active; inhibition, % at 5.5 µM; NIH 3T3 STAT1-luciferase reporter, luminescence;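 active = inhibition above a set limit, the mean inhibition across all tested compounds plus 3 SD, cut at about 34% in these data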;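 also: 0% = IFN-gamma with DMSO and 100% = IFN-gamma with 300 µM nifuroxazide; values of inactives mirror those of a sister screen read the other way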
TLR4-MyD88 BLA = TLR4-MyD88 interaction inhibition in cells. HeLa CL3-4 TLR4/MyD88 BLA complementation, FRET ratio. inhibition, % at 8.4 µM. 0.18% of 200,000 active. O00206+Q99836; in the data active = inhibition above about 25%;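 also: 0% = vehicle and 100% = reference inhibitor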
Target sequence (O00206 whole entry, looked up): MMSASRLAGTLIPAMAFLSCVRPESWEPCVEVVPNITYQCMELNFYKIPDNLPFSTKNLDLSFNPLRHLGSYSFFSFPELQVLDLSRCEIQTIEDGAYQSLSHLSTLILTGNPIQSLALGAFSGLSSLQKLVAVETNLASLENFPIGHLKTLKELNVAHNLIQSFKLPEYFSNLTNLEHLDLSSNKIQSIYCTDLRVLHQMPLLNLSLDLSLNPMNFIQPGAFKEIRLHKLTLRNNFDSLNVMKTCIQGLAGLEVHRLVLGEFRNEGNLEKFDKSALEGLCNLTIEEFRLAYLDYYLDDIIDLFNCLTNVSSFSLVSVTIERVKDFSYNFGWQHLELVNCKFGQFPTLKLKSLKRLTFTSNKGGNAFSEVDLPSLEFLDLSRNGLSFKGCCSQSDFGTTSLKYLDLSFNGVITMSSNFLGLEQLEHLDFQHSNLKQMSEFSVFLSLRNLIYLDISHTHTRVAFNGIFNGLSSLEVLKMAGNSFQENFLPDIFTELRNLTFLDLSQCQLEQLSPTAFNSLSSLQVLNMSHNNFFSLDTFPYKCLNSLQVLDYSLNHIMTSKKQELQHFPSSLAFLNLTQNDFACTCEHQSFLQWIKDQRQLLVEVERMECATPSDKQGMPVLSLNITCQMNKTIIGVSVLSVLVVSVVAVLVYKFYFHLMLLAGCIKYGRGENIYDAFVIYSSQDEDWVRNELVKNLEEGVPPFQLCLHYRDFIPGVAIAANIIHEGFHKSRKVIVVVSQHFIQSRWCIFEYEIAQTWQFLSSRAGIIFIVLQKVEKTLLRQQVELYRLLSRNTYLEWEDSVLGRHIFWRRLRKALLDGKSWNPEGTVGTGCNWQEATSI
Target sequence (Q99836 whole entry, looked up): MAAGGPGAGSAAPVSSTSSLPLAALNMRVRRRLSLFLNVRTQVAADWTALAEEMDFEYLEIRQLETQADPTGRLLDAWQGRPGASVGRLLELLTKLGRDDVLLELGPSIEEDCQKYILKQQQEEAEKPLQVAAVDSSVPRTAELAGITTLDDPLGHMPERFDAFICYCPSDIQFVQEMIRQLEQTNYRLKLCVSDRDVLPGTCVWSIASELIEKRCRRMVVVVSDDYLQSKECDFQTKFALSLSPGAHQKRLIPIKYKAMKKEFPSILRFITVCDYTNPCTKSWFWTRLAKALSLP
The depositor's hits bear a star; . = no result given. Compounds as they come; about 6.1% have a hit in one of these screens.

Start of the data: the first two compounds as a preview:
The line under a structure holds: STAT3 blocker	APP transl inh	STAT1 activator	STAT1 blocker	G6PDH CS	Diaph inh CS	Hsp70 activator	TLR4-MyD88 BLA	Diaphorase act	STAT3 activator
Cc1cccc2cc(CN(C(=O)c3cnccn3)C3CCCCC3)c(Cl)nc12
    2	-4	98	2	13	21	-0.3	-13	0.8	101
Nc1ccc(Cc2ccc(N)c(C(=O)O)c2)cc1C(=O)O
    -2	13	104	-4	19	-2	0.3	-1	1	107

The whole of this part, previewed entries included:
The line under a structure holds: STAT3 blocker	APP transl inh	STAT1 activator	STAT1 blocker	G6PDH CS	Diaph inh CS	Hsp70 activator	TLR4-MyD88 BLA	Diaphorase act	STAT3 activator
Cc1cccc2cc(CN(C(=O)c3cnccn3)C3CCCCC3)c(Cl)nc12
    2	-4	98	2	13	21	-0.3	-13	0.8	101
Nc1ccc(Cc2ccc(N)c(C(=O)O)c2)cc1C(=O)O
    -2	13	104	-4	19	-2	0.3	-1	1	107
Cn1c(NC(=O)c2cccs2)cc(=O)n(C)c1=O
    1	-2	103	-3	5	-7	-0.4	7	1.1	103
CCn1c2ccccc2c2nnc(SCc3ccc(C(=O)OC)o3)nc21
    19	-4	97	4	5	37	-0.6	17	0.6	90
COc1ccc(OCC(=O)Nn2c(-c3ccc(C)cc3)nc3ccccc3c2=O)cc1
    3	16	100	3	-1	14	-0.4	4	0.9	96
Cc1cccn2c(=O)c(/C=C(\C#N)C(=O)NC3CCS(=O)(=O)C3)c(N3CCC(C)CC3)nc12 (configuration not stated)
    6	-22	93	8	9	19	-0.3	-12	0.8	98
COc1ccc(C(=O)Cn2c(Br)nc3c2c(=O)n(C)c(=O)n3C)cc1
    17	7	99	1	9	13	-0.1	-12	0.9	90
Cc1ccc(N2CCN(S(=O)(=O)c3ccc(F)c(C)c3)CC2)c(C)c1
    0	-9	95	5	8	6	-0.3	9	0.9	103
Cc1ccc(C2NC(=O)c3c(sc(C)c3C)N2)c(O)c1 (configuration not stated)
    -59	0	101	-1	1	1	-0.1	-7	1	158*
CCOC(=O)c1cc(-c2ccccc2)n(CC(=O)Nc2ccc(OC)cc2)c1C
    0	-16	92	10	9	8	-0.3	0	0.9	100
Cc1ccc(-c2nc3c(c(=O)[nH]c(=O)n3Cc3ccccc3)n2Cc2ccccc2)o1
    6	-3	98	2	13	12	0.0	-6	0.9	96
Cc1ccc(OCC(=O)NN2C(=O)c3ccccc3C2=O)cc1
    7	-13	100	0	-7	16	-0.3	-2	0.8	102
CCOC(=O)c1sc(C)c(C(=O)NCCCN2CCOCC2)c1N
    -5	-1	95	5	1	22	-0.1	4	0.8	106
O=C(c1cn(-c2ccccc2)nc1-c1ccncc1)N1CCCCC1
    4	3	99	1	0	7	-0.2	-6	0.9	96
CCOC(=O)Cn1c(=N)n(CCOc2cccc(C)c2)c2ccccc21
    7	6	95	5	-12	4	-0.4	20	1	98
CCOc1ccc(NC(=O)C(=O)NCC2CCCN2CC)cc1 (configuration not stated)
    -17	11	114	-16	7	14	-0.4	-16	0.9	114
CC1Cc2ccccc2N1C(=O)CSc1nc(-c2ccccc2)cs1 (configuration not stated)
    11	11	104	-5	-8	16	-0.5	6	0.8	93
CCOc1ccc(-c2nnc(N)o2)cc1
    3	2	115	-16	0	6	-0.5	-6	0.9	103
CCn1c(=O)oc2cc(NC(=O)CCl)ccc21
    15	10	98	-1	2	14	0.4	13	0.9	91
CCOC(=O)c1c(NC(=O)C2CC=CCC2C(=O)O)sc(C)c1CC (configuration not stated)
    1	-13	91	8	21	14	-0.1	-5	0.9	103
COc1cccc(NC(=S)NNC(=O)c2ccccc2OC(F)F)c1
    25	-13	107	-8	5	1	0.2	0	1	83
CC/C(=N/Nc1ccc(Cl)cc1)c1cnnc(SC)n1
    8	-8	115	-16	16	11	-0.1	10	0.9	94
Cc1cccc(-n2cnc(C(=O)NNC(=S)Nc3ccccc3)c2)n1
    14	-26	92	7	2	35	-0.2	-1	0.7	91
CCn1cnc2cc(NCc3nc4ccccc4n3Cc3ccccc3)ccc21
    -5	-168	148*	-47	11	25	-0.4	10	0.7	108
O=C(NCCCn1ccnc1)/C(=C/c1ccco1)NC(=O)c1cccs1
    -2	14	98	0	7	6	-0.1	6	0.9	103
Cn1c(O)c(C=NC(CC(N)=O)C(=O)O)c(=O)n(C)c1=O (configuration not stated)
    -1	-6	109	-10	6	7	0.2	2	0.9	105
Cn1nc(-c2ccc(N3CCOCC3)c(NC(=O)COc3ccccc3)c2)c2ccccc2c1=O
    27	-10	97	3	.	.	-0.1	-5	.	81
CCCCCCn1nc(C(=O)OCC(=O)c2c(N)n(C)c(=O)n(C)c2=O)c2ccccc2c1=O
    5	1	108	-8	-8	9	-0.3	4	0.9	97
CC(O)c1cccc(NC(=O)C2CCCCC2)c1 (configuration not stated)
    2	-8	107	-8	2	8	0.0	16	0.9	102
CN(C(=O)c1ccccc1)c1nc2ccccc2s1
    56*	-215	139*	-42	7	13	-0.1	-4	0.9	54
CCOC(=O)C1C(c2ccccc2)N(C)OC1(O)C(F)(F)F (configuration not stated)
    -4	-15	106	-6	4	7	-0.4	11	0.9	104
O=C(N/N=C/c1ccc(N2CCOCC2)o1)c1ccccc1[N+](=O)[O-]
    3	-6	111	-11	-3	3	-0.4	-5	1	97
COc1ccc(C(=O)COC(=O)CN2CC(=O)Oc3ccccc32)cc1Br
    20	-10	83	18	23	33	0.1	0	0.7	86
Cc1cc([N+](=O)[O-])nn1CC(=O)Nc1ccc(Cc2ccncc2)cc1
    -4	-9	93	7	-5	14	-0.2	-13	0.9	108
CCn1cc(C(=O)N2CCN(c3ccccn3)CC2)c(=O)c2cc(S(=O)(=O)N3CCC(C)CC3)ccc21
    7	9	101	-1	13	22	-0.2	6	0.8	101
Cc1ccc(C(=O)c2c[nH]c3c(F)cc(F)cc3c2=O)cc1
    9	2	103	-4	5	14	-0.3	-7	0.9	95
Cc1ccc(OCc2nnc(SCC(=O)N3CCc4ccccc43)n2C)cc1
    -1	5	98	2	.	.	-0.3	3	.	100
CCOC(=O)N1CCC(NC(=O)C(NC(=O)C2CCC(C)CC2)C(C)CC)CC1 (configuration not stated)
    6	-3	103	-3	3	-7	-0.3	15	1.1	100
CN(C)c1ccc(CN(C(=O)COc2ccccc2)C2CCS(=O)(=O)C2)cc1 (configuration not stated)
    -2	-8	98	2	7	0	0.1	0	1	105
CCc1ccc(OCC(=O)OCC(=O)c2ccc3c(c2)NC(=O)CO3)cc1
    10	11	102	-3	1	7	0.2	2	0.9	97
C=CCNC(=O)CC(=O)N/N=C/c1ccc(F)cc1
    1	7	102	-2	14	9	-0.2	9	0.9	104
CNc1nc(C)nc(-n2nc(C)cc2C)n1
    0	-14	104	-4	2	1	-0.4	-5	1	102
COc1ccc(-c2cc(C(F)(F)F)n3ncc(C(=O)N4CCc5ccccc5C4)c3n2)cc1
    -12	26	90	9	11	40	0.1	5	0.6	117
O=C(N/N=C/c1c[nH]c2ccccc12)C1COc2ccccc2O1 (configuration not stated)
    -34	26	90	11	-12	11	-0.3	-7	0.9	123
COc1ccc(OCC(=O)N/N=c2\oc3c(OC)cccc3cc2C(N)=O)cc1
    -1	-3	104	-5	-5	9	-0.5	13	0.9	101
COc1cc(/C=N/NC(=S)NC(C)C)ccc1OCC(=O)Nc1c(C)cc(C)cc1C
    -60	0	94	7	2	-11	-0.1	10	1.1	147*
C=CCSc1nc2ccccc2n1S(=O)(=O)c1ccc(C)cc1
    0	-13	98	-1	1	20	-0.3	4	0.8	101
O=C(C1=C[C@@H]2[C@H]3C(=O)N(c4cccc(Cl)c4)C(=O)[C@H]3[C@@H](C(=O)c3ccc(Cl)cc3)N2C=C1)c1ccccc1
    -5	-15	98	2	4	12	-0.6	-5	0.9	105
Cc1cc(/C=C2\SC(=S)NC2=O)c(C)[nH]1
    -1	-8	107	-7	4	29	-0.3	-12	0.7	101
Cc1ccc(NC(=S)NNC(=O)c2ccccc2OC(F)F)cc1
    -4	-14	101	-1	0	8	-0.2	-15	0.9	108
Cc1cc(NC(=O)c2cnn3c(C(F)F)cc(-c4ccccc4)nc23)no1
    22	-5	108	-9	3	36	-0.3	4	0.6	84
O=C(NC(=S)Nc1ccccc1)c1ccc(-c2ccccc2)cc1
    4	-28	111	-12	-11	0	0.0	-10	1	95
CCn1c(O)c(N=N)c2ccccc21
    0	1	103	-3	-1	12	0.0	7	0.9	105
CCCCn1c(N)c(N(CC(C)C)C(=O)CN(C)Cc2cccc(OC)c2)c(=O)[nH]c1=O
    7	4	105	-6	4	1	-0.1	-10	1	101
Cc1ccccc1OCC(=O)Nc1nc2ccccc2[nH]1
    32	-114	136*	-42	6	19	0.0	-15	0.8	77

Screening results deposited in PubChem by several laboratories.
